PLK1 PBD inh – inhibitors of human PLK1 polo-box domain binding. P53350. Plk1 PBD binding of FITC phosphopeptide, fluorescence polarization. Potency, µM, inactives show max response, negative = inhibition, usual class: inhibitors. 360,000 tested, 2.8% active. AID 720504; also: potency is read from the fitted curve at half-maximal effect; series mostly up to about 57 µM; % is scaled to controls: 0 for no effect and ±100 for the full control effect; nearly all actives have a fitted effect of over 65% in size
Target sequence (P53350 whole entry, looked up, the tested form may be a part): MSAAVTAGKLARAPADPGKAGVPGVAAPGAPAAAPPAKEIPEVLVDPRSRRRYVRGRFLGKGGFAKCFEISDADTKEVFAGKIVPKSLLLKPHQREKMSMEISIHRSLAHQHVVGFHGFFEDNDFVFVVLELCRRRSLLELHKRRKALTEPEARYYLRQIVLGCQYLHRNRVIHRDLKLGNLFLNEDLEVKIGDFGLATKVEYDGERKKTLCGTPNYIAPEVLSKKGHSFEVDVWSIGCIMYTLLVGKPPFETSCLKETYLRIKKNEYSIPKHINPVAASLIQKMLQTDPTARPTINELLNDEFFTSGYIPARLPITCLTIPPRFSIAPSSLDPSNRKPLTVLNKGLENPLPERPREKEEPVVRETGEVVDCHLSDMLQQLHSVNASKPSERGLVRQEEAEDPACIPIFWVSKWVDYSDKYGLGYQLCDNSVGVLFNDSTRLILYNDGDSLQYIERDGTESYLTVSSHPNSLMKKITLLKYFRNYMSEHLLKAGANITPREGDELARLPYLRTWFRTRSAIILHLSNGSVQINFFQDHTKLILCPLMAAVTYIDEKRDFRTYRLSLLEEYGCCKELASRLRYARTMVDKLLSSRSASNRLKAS
GLP1R inv ag – acts as inverse agonist at human GLP-1 receptor | Potency, µM (series often up to 38.3 µM), for the others: at the top dose activity change, negative = inhibition, actives largely listed as inhibitors | P43220 | HEK293 GLP-1R CRE-luciferase, luminescence, 24 h; GLP-1R form is constitutively active | AID 624417 | 410,000 tested, 1.6% active; also: potency is read from the fitted curve at half-maximal effect; % is scaled to controls: 0 for no effect and ±100 for the full control effect; nearly all actives have a fitted effect of over 55% in size
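Inverse agonism was detected as reduced cAMP-driven luciferase luminescence after 24 h compound treatment. The cells were HEK293 clones expressing constitutively active human GLP-1R with the reporter. Reporter-only and GPR119 cell lines served as counterscreen controls.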
GLP1R cytotox – cytotoxicity counter-screen for GLP-1 receptor inverse agonists. HEK293 cAMP-luciferase reporter cells, luminescence, 24 h. Potency, µM (titrated, usually from 38.3 µM), for inactives: at the highest dose activity change, negative = inhibition, usual class: inhibitors. 410,000 tested, 0.13% active. AID 624418;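 also: loss of luciferase light is scored as toxicity; potency is read from the fitted curve at half-maximal effect; % is scaled to controls: 0 for no effect and ±100 for the full control effect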
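To flag toxic compounds, the library was rerun on cells for 24 hr at 37 deg C and 5% CO2. Viability-linked luminescence was captured 12 min after adding luciferase detection reagent.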
PTHR1 ag – activates the human parathyroid hormone receptor PTHR1 | Q03431 | HEK293 GP2 PTHR1 cells, GloSensor cAMP luminescence, 1 h | Potency, µM (top dose mostly 115 µM), inactives show at the top dose activation, most hits filed as activators | 410,000 tested, 0.075% active | AID 743266; also: potency is read from the fitted curve at half-maximal effect; nearly all actives have a fitted effect of over 55% in size; some results filed as inactive show a strong effect at the top dose; inactives centre near -15; many of its hits are not listed in these tables
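HEK-293-derived GP2 cells expressing PTHR1 and a GloSensor cAMP reporter, 3,000/well, plated overnight, given luciferin plus IBMX (each 0.5 mM as added) for 1 h at 37 °C, then compound for 1 h at 37 °C. Luminescence was read after 15 min at room temperature.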
PI5P4K alpha inh – blocks human PI5P4K alpha kinase activity. P48426. PI5P4Kalpha enzyme, ADP-Glo luminescence, 60 min; hits give low values. max response, %. 330,000 tested, 1.2% active. AID 652105; active = max response of -50% or lower; inconclusive = between -30% and -50%; inactive = -30% or higher; also: value at the top dose of about 77 µM; % is scaled to controls: 0 for no effect and ±100 for the full control effect
Target sequence (P48426 whole entry, looked up): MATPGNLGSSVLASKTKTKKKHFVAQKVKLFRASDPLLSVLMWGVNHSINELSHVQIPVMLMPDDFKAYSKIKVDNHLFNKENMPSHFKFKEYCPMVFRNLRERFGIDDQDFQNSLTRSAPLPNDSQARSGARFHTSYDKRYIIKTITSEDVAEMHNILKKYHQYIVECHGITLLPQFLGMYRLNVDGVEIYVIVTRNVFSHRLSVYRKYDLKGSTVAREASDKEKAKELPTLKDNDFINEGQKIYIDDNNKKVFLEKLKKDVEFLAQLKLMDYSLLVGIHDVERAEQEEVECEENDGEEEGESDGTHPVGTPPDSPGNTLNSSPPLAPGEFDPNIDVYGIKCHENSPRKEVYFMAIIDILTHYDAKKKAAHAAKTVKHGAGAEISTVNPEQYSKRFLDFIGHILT
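qHTS, 1536-well: enzyme/substrate mix, compound by pin tool, 5 microM ATP final; RT 60 min; ADP-Glo reagents 1 (45 min) then 2 (30 min); luminescence.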
EPAC1 agonist – EPAC1 (human) agonism; EPAC1 agonist qHTS, biochemical assay; response scale: 100% = response to 6.5 mM cAMP; Potency, µM (doses to about 154 µM), for the others: at the highest dose activation, hits mostly activators; 360,000 tested, 0.073% active; AID 720707; also: potency is read from the fitted curve at half-maximal effect; nearly all actives have a fitted effect of over 60% in size
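Nucleotide exchange by EPAC1 (100 nM) on Rap1B–BODIPY-GDP (250 nM) in the presence of 50 uM GDP is tracked fluorescently at 480/540 nm over 30 min. Signals are normalized to a 6.5 mM cAMP control.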
IL-2 act – IL-2 activation. IL-2 activation reporter assay, cell-based qHTS; stimulated with anti-CD3/CD4/CD28 beads; in transgenic mouse T cells. activation, % (series mostly up to about 46 µM). 360,000 tested, 0.065% active. AID 652025; in the data active = activation above about 50%; inconclusive = mostly about 30% to 49%; also: 0% is about no effect
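Unstimulated transgenic mouse T cells preincubated 60 min with compound, then stimulated with anti-CD3/anti-CD4-coated beads plus anti-CD28 for 18 h at 37 degrees C. IL-2 response read as EGFP and DsRed fluorescence by plate cytometry.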
EPAC1 antagonist – blocks human EPAC1 exchange factor | 360,000 tested, 0.14% active | AID 720709 | O95398 | Potency, µM (top dose mostly 115 µM), for the others: top-dose activity change, negative = inhibition, usual class: inhibitors | EPAC1 GEF assay, Rap1b-BODIPY-GDP exchange fluorescence;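 also: potency is read from the fitted curve at half-maximal effect; plate controls were vehicle for no effect and positive control for full effect; nearly all actives have a fitted effect of over 50% in size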
GLP-1R agonist – agonists of human GLP-1 receptor; AID 624172; 380,000 tested, 0.007% active; Potency, µM (highest dose often 45.6 µM), without a hit: at the highest dose activation, hits mostly activators; P43220; HEK293 GLP-1R CRE-luciferase, luminescence, 4-6 h; cells express a hypersensitive GLP-1R form; also: potency is read from the fitted curve at half-maximal effect; % of control where 0% means no effect
* hit, by the source's call; i = inactive; ? = inconclusive; / = not tested or not shown; & = joins results of further samples; [ ] = another dose, or the depositor's remark. Unless noted, calls follow the shape of the dose curve; as a rule, active = well fitted curve in the direction sought with a large enough effect; inconclusive = small, poorly fitted or top-dose-only effect, or another doubt; inactive = no such curve, though single readings can be large; an effect the other way counts as inactive or inconclusive.

no.	compound	PLK1 PBD inh	GLP1R inv ag	GLP1R cytotox	PTHR1 ag	PI5P4K alpha inh	EPAC1 agonist	IL-2 act	EPAC1 antagonist	GLP-1R agonist
1	COC(=O)c1c(NS(=O)(=O)c2ccccc2)csc1C	-1%	-25%	7%	-26%	-1	-7%	-1.1	-18%	-2%
2	Cc1cc2occ(CC(=O)NC3(C)CCS(=O)(=O)C3)c2cc1C (stereo not given)	-13%	?	-2%	21%	1	3%	-3.1	5%	-2%
3	CC(C)CC(=O)NCc1ccc(F)cc1	-4%	1%	-2%	i	2	-1%	-2.6	9%	-7%
4	O=C(N/N=C/c1ccc(OC(F)F)cc1OC(F)F)c1ccc(Br)cc1	-13%	?	1%	-33%[inhibitor]	-4	14%	1.2	-11%	5%
5	Cc1noc(C)c1S(=O)(=O)N1CCCC(C(=O)NCCc2ccccc2)C1 (stereo not given)	?	?	11%	-55%[inhibitor][57.5 µM]	7	1%	-0.5	-9%	5%
6	O=C(CSc1nnnn1C1CCCC1)NCc1ccc2c(c1)OCO2	-6%	0%	-8%	23%[57.5 µM]	/	5%	-0.4	-2%	1%
7	Nc1ncc(Br)cc1S(=O)(=O)N1CCCCCC1	-15%	?	12%	-12%	0	7%	-2.0	-2%	-4%
8	COc1ccc(CNC(=O)C(C)OC(=O)C23CC4CC(CC(O)(C4)C2)C3)cc1 (stereo not given)	3%	-2%	13%	i	-6	1%	-0.2	4%	5%
9	C[C@@H]1CN([C@H](C)CO)C(=O)c2cccc(NC(=O)NC3CCCCC3)c2O[C@@H]1CN(C)C(=O)Nc1ccc(C(F)(F)F)cc1	-16%	-2%	-6%	-28%	-2	-40%[inhibitor]	-3.4	?	-3%
10	COc1ccc(-c2nc3cc(C)ccn3c2NC2CCCCC2)cc1SC1CCCCC1	3%	?	-26%	-45%&-46%[inhibitor]	?	2%&-10%	-0.4&-0.7	-3%	-6%
11	CCOC(=O)c1oc2ccccc2c1NC(=O)c1ccc2c(c1)OCO2	0%	97%[activator]	1%	8%[57.5 µM]	/	-10%	1.5	0%	7%
12	COC(=O)c1ccc(C2=NOC(C)(c3sc(-c4ccc(Cl)cc4)nc3C)C2)cc1 (stereo not given)	-12%	35%[activator]	1%	-9%	19	-6%	-0.3	-13%	1%
13	Cc1ccccc1CS(=O)(=O)CCC(=O)NCc1ccccn1	-1%	3%	2%	1%[57.5 µM]	2	2%	-0.3	11%	0%
14	CCCCn1c(N)c(N(CCOC)C(=O)CCC2CCCCC2)c(=O)[nH]c1=O	-8%	3%	6%	?	4	-2%	-0.4	-24%	-2%
15	CCC(C)[C@H](N)c1nnc(SCC(=O)Nc2cccc(Cl)c2)o1 (stereo not given in full)	-2%	0%	-8%	-4%	/	6%	-0.8	1%	-1%

Next part:
no.	compound	PLK1 PBD inh	GLP1R inv ag	GLP1R cytotox	PTHR1 ag	PI5P4K alpha inh	EPAC1 agonist	IL-2 act	EPAC1 antagonist	GLP-1R agonist
16	O=C(O)CC/C(=N/NC(=O)c1cn(-c2ccccc2)nc1-c1ccccc1)C(=O)O	?	7%	-3%	-9%	-3	-5%	1.4	-12%	-2%
17	CCC(c1nc2ccccc2c(=O)n1CCCn1ccnc1)N1C(=O)c2ccccc2C1=O (stereo not given)	-7%	1%	-5%	i	/	6%	-2.4	2%	13%
18	C[C@H]1COc2cc(N3CC[C@H](O)C3)ccc2S(=O)(=O)N1	-6%	7%	-7%	-22%	4	18%	-0.5	4%	5%
19	CC(OC(=O)c1cccc(S(=O)(=O)N2CCCCC2)c1)C(=O)NC1CCCCC1C (stereo not given)	1%	?	11%	-2%	6	-6%	-3.4	2%	-2%
20	Cc1ccc(Cn2c(=N)c(C(=O)NCC3CCCO3)cc3c(=O)n4ccccc4nc32)cc1 (stereo not given)	1%	8%	1%	i	-3	7%	1.7	3%	18%
21	CCN(Cc1ccncc1)C(=O)Cc1cccs1	-5%	1%	3%	i	1	3%	-0.3	11%	-2%
22	COc1ccc(Nc2nc(N)nc(CSC(=S)N3CCC(C)CC3)n2)cc1	-15%	-3%	7%	-5%	1	26%	-2.3	7%	6%
23	C/C(=N\NC(=O)c1ccc(F)cc1)c1ccc(NC(=O)Cc2ccccc2)cc1	-3%	?	6%	2%	-6	-22%	1.7	9%	14%
24	CCOC(=O)c1nnn(-c2nonc2N)c1CSc1nnc(N)s1	-9%	4%	-3%	i	3	2%	0.2	-16%	10%
25	COc1ccc(OC)c(C=NN=Cc2cc(OC)ccc2OC)c1	-6%	11%	1%	-25%	5	6%	-3.7	8%	0%
26	Cc1ccc2cc(C)c3nnc(SCC(=O)NCc4ccco4)n3c2c1	-14%	76%[activator]	3%	i	/	3%	0.3	3%	27%
27	O=C1c2ccccc2CN1CCSC(=S)N1CCOCC1	-2%	0%	-3%	-14%	1	-13%	0.0	-3%	-3%
28	C(=N\NC1=Nc2cccc3cccc1c23)/c1cccnc1	8%	?	?	-16%	-9	2%	-0.2	-10%	9%
29	COc1ccc(OCc2nnc(SCC(=O)Nc3cccc(C(C)=O)c3)o2)cc1	-28%	8%	4%	-46%[inhibitor]	0	2%	-0.5	25%	-5%
30	Cc1nn2c(c1-c1ccccc1)NC1=C(C(=O)CCC1)C2c1ccccc1 (stereo not given)	2%	-3%	-3%	-37%[inhibitor][57.5 µM]	/	0%	2.5	-1%	-13%

Part of the list above in order of SMILES length, rising:
no.	compound	PLK1 PBD inh	GLP1R inv ag	GLP1R cytotox	PTHR1 ag	PI5P4K alpha inh	EPAC1 agonist	IL-2 act	EPAC1 antagonist	GLP-1R agonist
21	CCN(Cc1ccncc1)C(=O)Cc1cccs1	-5%	1%	3%	i	1	3%	-0.3	11%	-2%
4	O=C(N/N=C/c1ccc(OC(F)F)cc1OC(F)F)c1ccc(Br)cc1	-13%	?	1%	-33%[inhibitor]	-4	14%	1.2	-11%	5%
19	CC(OC(=O)c1cccc(S(=O)(=O)N2CCCCC2)c1)C(=O)NC1CCCCC1C (stereo not given)	1%	?	11%	-2%	6	-6%	-3.4	2%	-2%

(more compounds)
no.	compound	PLK1 PBD inh	GLP1R inv ag	GLP1R cytotox	PTHR1 ag	PI5P4K alpha inh	EPAC1 agonist	IL-2 act	EPAC1 antagonist	GLP-1R agonist
31	Clc1ccccc1C(c1nnnn1Cc1ccco1)N1CCN(Cc2ccco2)CC1 (stereo not given)	-15%	?	-10%	i	1	7%	-1.9	2%	-2%
32	CCOC(=O)C1=C(C)Nc2ncnn2C1c1cc(Br)ccc1F (stereo not given)	-9%	-14%	6%	-3%[57.5 µM]	-1	-11%	-0.2	-17%	3%
33	Cc1ccccc1OCC(=O)N/N=C/c1cccn1C	-23%	2%	6%	-3%[57.5 µM]	-1	6%	-0.1	6%	0%
34	O=C(COC(=O)Cc1ccc(Br)cc1)NC1CCCCC1	0%	0%	-20%	i	-2	0%	-3.3	-6%	12%
35	COc1ccc(C(=O)c2c3ccccc3[n+]([O-])n2CCCN)cc1	-4%&-1%	18%&20%	-7%&-1%	i	-4&-6	6%&10%	1.0&0.5	12%&-4%	3%&19%
36	C=CCOc1ccc(/C=C2\SC(=S)N(N3CCOCC3)C2=O)cc1	4%	12%	-5%	-8%	0	1%	0.4	-18%	0%
37	Cn1cc(CN2CCN(c3ncccn3)CC2)c(-c2cccc(Cl)c2)n1	0%	-13%[7.66 µM]	3%[7.66 µM]	-16%	5	9%	-0.9	-5%	1%
38	CC(NC(=O)Oc1cccc2ccccc12)c1ccccc1 (stereo not given)	-29%	-7%	-11%	-7%	0	0%	-0.2	-1%	5%
39	Cc1ccc(C)c(N2N=C(C(=O)O)CCC2=O)c1	0%	21%	3%	-31%[inhibitor]	-2	12%	3.6	-4%	2%
40	NS(=O)(=O)c1cc(C(=O)OCC(=O)NC2CCCCCCC2)ccc1Cl	2%	12%	5%	-8%	-10	-4%	1.9	11%	6%
41	Cc1[nH]c2ccccc2c1SCc1n[nH]c(=S)n1C	-15%	4%	6%	i	-10	3%	1.3	-6%	-1%
42	Cc1ccc(NS(=O)(=O)c2cc(Br)cnc2N)c(Cl)c1	-14%	?	-4%	i	-9	-8%	-2.3	-7%	-7%
43	O=[N+]([O-])c1cc(S(=O)(=O)N2CCCC2)ccc1N/N=C/c1ccccn1	2%	17%	2%	i	7	-1%	0.2	1%	3%
44	CCn1cc(S(=O)(=O)NCCc2ccc(OC)c(OC)c2)cn1	1%	4%	18%	i	-1	-12%	-0.6	11%	7%

Three entries from above, ordered by the value under PTHR1 ag, ascending:
No.	molecule	PLK1 PBD inh	PTHR1 ag	PI5P4K alpha inh	IL-2 act	EPAC1 antagonist	GLP-1R agonist
37	Cn1cc(CN2CCN(c3ncccn3)CC2)c(-c2cccc(Cl)c2)n1	0%	-16%	5	-0.9	-5%	1%
36	C=CCOc1ccc(/C=C2\SC(=S)N(N3CCOCC3)C2=O)cc1	4%	-8%	0	0.4	-18%	0%
38	CC(NC(=O)Oc1cccc2ccccc12)c1ccccc1 (stereo not given)	-29%	-7%	0	-0.2	-1%	5%

One compound at a time (already shown). Values in the order: PLK1 PBD inh | GLP1R inv ag | GLP1R cytotox | PTHR1 ag | PI5P4K alpha inh | EPAC1 agonist | IL-2 act | EPAC1 antagonist | GLP-1R agonist
COc1ccc(OC)c(C=NN=Cc2cc(OC)ccc2OC)c1 is listed as -6% | 11% | 1% | -25% | 5 | 6% | -3.7 | 8% | 0%
CCOC(=O)c1nnn(-c2nonc2N)c1CSc1nnc(N)s1 is listed as -9% | 4% | -3% | i | 3 | 2% | 0.2 | -16% | 10%
NS(=O)(=O)c1cc(C(=O)OCC(=O)NC2CCCCCCC2)ccc1Cl is listed as 2% | 12% | 5% | -8% | -10 | -4% | 1.9 | 11% | 6%
O=C(CSc1nnnn1C1CCCC1)NCc1ccc2c(c1)OCO2 is listed as -6% | 0% | -8% | 23%[57.5 µM] | / | 5% | -0.4 | -2% | 1%
COC(=O)c1c(NS(=O)(=O)c2ccccc2)csc1C is listed as -1% | -25% | 7% | -26% | -1 | -7% | -1.1 | -18% | -2%

Bioassay records as filed in PubChem.

Some of the compounds tested (hit frequency here may not be typical).
